bovine MsrA act – bovine MsrA enzyme activators, primary screen, biochemical, absorbance, HTS; purified bovine MsrA, absorbance read-out; Methionine sulfoxide reductase A (Bos taurus); 360,000 tested, 0.3% active; AID 602163, 2012; activation, % at 10.6 µM; in the data active = activation above about 7.5%;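 also: 0% = vehicle and 100% = reference activator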
Neddyl block – inhibitors of cullin neddylation, primary screen, biochemical, TR-FRET, uHTS, NAE and Ubc12 | 360,000 tested, 0.58% active | calls only at 25 µM | NEDD8-conjugating enzyme Ubc12 (Homo sapiens) + NEDD8-activating enzyme E1 regulatory …; in the data active = inhibition above about 36%
Tb MetRS inh – T. brucei MetRS inhibitors, primary screen, biochemical, luminescence; methionyl-tRNA synthetase (Trypanosoma brucei brucei); 360,000 tested, 0.4% active; inhibition, % at 11.9 µM; purified T. brucei MetRS, ATP depletion, Kinase-Glo luminescence; AID 624268, 2012;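 active = inhibition above a per-plate cutoff of the control wells' mean inhibition plus 3 SD, cut at about 5.5% in these data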;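 also: 0% = DMSO wells median and 100% = median of wells with control inhibitor compound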
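Dosing: 11.9 µM compound single dose, 0.9% DMSO; Assay system: purified T. brucei MetRS enzyme; Measured by: Kinase-Glo luciferase luminescence reporting remaining unconsumed ATP; Schedule: 15 min plus 2 h at 25 °C.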
CSN deneddyl inh – inhibitors of CSN-mediated cullin deneddylation, primary screen, biochemical, fluorescence polarization, uHTS | COP9 signalosome complex subunit 5 (Homo sapiens), Q92905 | Purified CSN, SCF-Nedd8-OG deneddylation | inhibition, % at 12.5 µM | 360,000 tested, 0.38% active | AID 651999, 2013;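 active = pattern-corrected inhibition above about 35%, with an unprinted fluorescence ratio check between 0.5 and 1.5, limit read from the data, passing the limit was not always enough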;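 also: 0% = enzyme with substrate and 100% = substrate without enzyme; some results filed as inactive read as strong as hits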
Target sequence (Q92905 whole entry, looked up, one chain of several): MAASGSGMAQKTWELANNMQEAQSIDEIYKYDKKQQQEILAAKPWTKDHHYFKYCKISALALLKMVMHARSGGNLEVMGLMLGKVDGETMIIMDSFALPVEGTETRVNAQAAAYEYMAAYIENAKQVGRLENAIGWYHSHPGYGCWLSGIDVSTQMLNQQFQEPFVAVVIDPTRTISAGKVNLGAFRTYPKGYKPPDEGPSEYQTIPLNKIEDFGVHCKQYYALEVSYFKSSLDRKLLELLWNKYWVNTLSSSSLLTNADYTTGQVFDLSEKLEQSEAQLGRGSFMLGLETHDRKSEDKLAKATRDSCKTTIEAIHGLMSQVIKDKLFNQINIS
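Material: purified human Csn5 enzyme expressed in HEK293T cells / Medium: Tris buffer pH 7.5, NaCl, DTT, Tween-20, trehalose, ovalbumin / Compound dosing: 12.5 µM single point / Schedule: 90 min incubation of compound, enzyme and substrate at room temperature / Signal: fluorescence polarization of the substrate / Control set: no-enzyme wells high, enzyme-with-substrate wells low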
MLLE-PAM2 inh – inhibitors of PABP1 MLLE–PAM2 peptide binding, primary screen, biochemical, fluorescence polarization, FITC-PAM2, GST-MLLE; Polyadenylate-binding protein 1 (Homo sapiens), P11940; inhibition, % at 20 µM; 360,000 tested, 0.36% active; AID 588489, 2011; in the data active = inhibition above about 35%, passing the limit was not always enough;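 also: plate controls were DMSO wells with GST-MLLE for no effect and wells lacking GST-MLLE protein for full effect; some results filed as inactive read as strong as hits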
Target sequence (P11940 whole entry, looked up): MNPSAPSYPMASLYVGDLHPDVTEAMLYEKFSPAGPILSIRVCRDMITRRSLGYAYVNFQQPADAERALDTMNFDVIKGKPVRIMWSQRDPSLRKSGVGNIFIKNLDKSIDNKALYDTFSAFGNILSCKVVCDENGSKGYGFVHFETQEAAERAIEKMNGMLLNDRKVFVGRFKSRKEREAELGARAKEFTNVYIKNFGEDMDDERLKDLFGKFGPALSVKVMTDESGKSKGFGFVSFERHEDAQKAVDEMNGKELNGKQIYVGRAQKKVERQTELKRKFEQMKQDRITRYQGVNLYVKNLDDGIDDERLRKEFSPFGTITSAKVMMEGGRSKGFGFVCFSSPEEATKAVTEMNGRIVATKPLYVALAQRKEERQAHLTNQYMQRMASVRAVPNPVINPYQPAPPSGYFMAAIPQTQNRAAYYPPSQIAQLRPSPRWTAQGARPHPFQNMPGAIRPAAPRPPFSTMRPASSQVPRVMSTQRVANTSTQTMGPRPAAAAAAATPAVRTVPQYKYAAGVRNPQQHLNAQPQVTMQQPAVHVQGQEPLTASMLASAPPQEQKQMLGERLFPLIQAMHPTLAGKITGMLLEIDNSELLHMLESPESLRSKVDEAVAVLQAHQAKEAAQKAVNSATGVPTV
FAS TE block – FAS thioesterase domain inhibitors, primary screen, biochemical, fluorescence intensity, uHTS. AID 602261, 2012. 360,000 tested, 0.67% active. recombinant FAS-TE, OMFH fluorogenic substrate, fluorescence endpoint. inhibition, % at 15 µM. Fatty acid synthase (Homo sapiens), P49327;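 active = compounds whose normalised, plate-corrected inhibition of enzyme fluorescence in the single-dose primary screen is 50% or more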;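 also: 0% = DMSO with enzyme and 100% = substrate without enzyme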
E coli Lon inh – inhibitors of E. coli Lon protease, primary screen, biochemical, fluorescence polarization. purified E. coli Lon protease. P0A9M0. 360,000 tested, 0.42% active. inhibition, % at 7.94 µM. AID 602123, 2011; in the data active = inhibition above about 13%, passing the limit was not always enough;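 also: 0% = enzyme with probe and DMSO and 100% = no enzyme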
Rin1-Abl PPI inh – inhibitors of Rin1-Abl protein binding, primary screen, biochemical, TR-FRET; Tyrosine-protein kinase ABL1 (Homo sapiens) + Ras and Rab interactor 1 (Homo sapiens), …; inhibition, % at 7.35 µM; 360,000 tested, 0.4% active; in the data active = inhibition above about 5%, passing the limit was not always enough
MsrA inh – bovine MsrA enzyme inhibitors, primary screen, biochemical, absorbance, HTS | Methionine sulfoxide reductase A (Bos taurus) | purified bovine MsrA, absorbance read-out | inhibition, % at 15.5 µM | 360,000 tested, 0.75% active; in the data active = inhibition above about 4.5%;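 also: 0% = vehicle wells with enzyme and 100% = reference inhibitor wells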
* hit, by the source's call; i = inactive; / = no result given.

SMILES	bovine MsrA act	Neddyl block	Tb MetRS inh	CSN deneddyl inh	MLLE-PAM2 inh	FAS TE block	E coli Lon inh	Rin1-Abl PPI inh	MsrA inh
O=C1C2CC=CCC2C(=O)N1n1cnnc1 (configuration not stated)	-4	i	-0.5	-1	-6	-3	-5	0	0.7
CCNc1nc(NCC)nc(OCCOC(=O)COc2ccc(Cl)cc2Cl)n1	1	i	0.6	-5	9	5	8	2	-0.3
Cc1ccc(S(=O)(=O)NC(=O)C2(C)CCN2C(=O)C2(c3ccc(Cl)cc3)CC2)nc1 (configuration not stated)	-8	i	-0.4	-4	0	-8	-5	-4	0.3
CC(C)CCOc1ncnc2c1sc1nc3c(cc12)CSC(C)(C)C3	0	i	0.2	3	-5	-8	0	-5	0.4
Cc1ccc(NC(=O)C(=O)NCC2CCCO2)cc1C (configuration not stated)	-2	i	-0.3	4	-3	-3	-10	2	0.0
Cc1cc(-n2c(C)cc(C(=O)CN3C(=O)NC4(CCCCCC4)C3=O)c2C)no1	-7	i	-1.3	0	-5	2	-1	5	-1.4
CC1(C)Oc2ccc3ccc(=O)oc3c2[C@@H](O)[C@H]1O	-7	/	-0.3	2	-3	0	-2	-1	2.6
CCc1nc2ccccc2c(C(=O)OCC(=O)N(CC(C)C)c2c(N)n(Cc3ccccc3)c(=O)[nH]c2=O)c1C	-4	i	-0.5	4	0	2	-1	-2	1.8
C#CCN(C[C@@H]1[C@@H](OC(=O)NC2CC2)[C@@H](OC(=O)NC2CC2)Cn2c(=O)ccc(=O)n21)S(=O)(=O)c1ccc(C)cc1	-2	i	-0.8	9	10	-8	-2	3	0.2
CCn1c2ccccc2c2cc(NC(=O)C(C)OC(=O)c3ccc(NC(=O)CC#N)cc3)ccc21 (configuration not stated)	-2	i	-0.2	-1	-2	-4	-18	2	2.0
CNC(=S)/N=C(/Nc1ccccc1)c1ccccc1	0	i	-0.3	-4	24	-5	-4	3	-1.2
COc1cc(NC(=O)C2=CC(c3ccc(C)cc3)=NS(=O)(=O)N2C)cc(OC)c1OC	-1	i	-1.9	0	9	24	-6	-5	2.1
CC1=C(C(=O)Nc2ccccc2)C(c2cccs2)C(C#N)=C(SCC#N)N1 (configuration not stated)	2	i	0.0	1	-49	3	-45	-2	0.0
Cc1ccc(N2C(=O)C3CCCN3C2=S)cc1C (configuration not stated)	-9	i	-1.8	-1	7	-1	4	-1	1.1
CSCC[C@H](NC(=O)OC(C)(C)C)C(=O)N1CCC(C(=O)N[C@@H](C)C(=O)NCc2ccc(F)cc2)CC1	2	i	0.8	-4	23	-5	-4	-1	0.0
COc1ccccc1CNC(=O)C[C@@H]1C[C@H]2c3cc(N(C)C)ccc3O[C@H]2[C@H](CO)O1	1	i	-1.2	0	11	-8	-3	-2	1.0
Cc1ccc(C(=O)NCc2ccccn2)cc1NC1=NC2CS(=O)(=O)CC2S1 (configuration not stated)	-2	i	-0.2	-3	-16	-6	-8	3	0.2
CC(C)[C@H](NC(=O)OC(C)(C)C)c1nnc(SCC(=O)Nc2ccc(Br)cc2)o1	-8	i	0.5	4	-13	1	-2	6	-0.6
CCCCOc1cccc(/C=C(\C#N)C(=O)NC2CC2)c1	-1	i	-0.7	3	10	14	-2	2	-0.5
CC(=O)NS(=O)(=O)c1ccc(NC(=O)CC(C)c2ccccc2)cc1 (configuration not stated)	-8	i	-0.4	-4	-10	-5	-6	1	1.7
Cc1cc(C)c2nc(C)cc(Nc3ccc(C(=O)NCCO)cc3)c2c1	-1	i	-0.8	-1	9	-4	0	-1	2.5
CCc1ccc(-c2c(C)sc(NC(C)=O)c2C(N)=O)cc1	0	i	-0.1	-1	30	2	3	-6	0.6
Cc1nnc(SCC(=O)NCC2CCCCC2)n(N)c1=O	-4	i	-0.5	-1	0	-7	4	-1	0.2
Cc1ncc(CN2CCC(N3CCC(C(=O)N4CCCC4)CC3)CC2)s1	-4	i	0.1	-1	6	-2	8	-3	/
CCOc1ccc(C(=O)/C=C/c2cc(OC)c(OC)c(OC)c2)cc1	-2	i	0.5	6	-4	8	4	-2	3.2
CC(=O)c1c(C)[nH]c(C(=O)OCC(=O)N2CCc3ccccc3C2)c1C	-1	i	0.3	-1	-4	11	0	3	-0.5
C=CCNC(=O)CN1C(=O)c2cccc3cccc1c23	-4	i	-0.5	0	-7	-3	4	-1	1.6
O=C(CNC(=O)c1ccco1)NCC(=O)OCc1cccc(C(=O)Oc2ccccc2)c1	0	i	-1.0	-1	-11	-7	4	-2	3.9
CCOC(=O)c1c(C)[nH]c(C(=O)N/N=C/c2ccc(OC)c(OC)c2)c1C	2	i	-0.5	2	12	-5	6	1	2.7
Cn1c(SCc2ccccc2)nc(C(F)(F)F)cc1=O	-2	i	0.1	4	0	21	-2	-2	-0.7
COc1ccc(CSc2nc(C)cc(C)c2C#N)cc1	-3	i	-0.9	4	13	20	3	-2	1.9
CN(Cc1ccccc1)C(=O)c1[nH]cnc1C(=O)Nc1ccccc1	-1	i	0.2	-3	1	1	3	1	-0.5
Cc1cccc(N2CCN(C(=O)c3ccc4nc[nH]c4c3)CC2)c1C	-1	i	-0.2	-1	-3	-7	-13	-1	-1.1
CC(=O)c1cccc(OCc2cc(C(=O)N3CC4C[C@@H]5CC3C[C@H](C4)C5)no2)c1	-3	i	0.4	4	-6	12	2	-2	0.3
Cc1ccc(-n2c(CNc3ccc(F)cc3)nnc2SCC(=O)NCc2ccco2)cc1	-1	i	-0.3	5	4	3	-4	0	2.1
CN(C)C1CN(Cc2cn(Cc3cccc(Cl)c3)nn2)S(=O)(=O)C1 (configuration not stated)	-3	i	0.3	2	/	-11	-5	/	-0.4

Structural class, those above with a tert-butyl group.
SMILES	bovine MsrA act	Neddyl block	Tb MetRS inh	CSN deneddyl inh	MLLE-PAM2 inh	FAS TE block	E coli Lon inh	Rin1-Abl PPI inh	MsrA inh
CSCC[C@H](NC(=O)OC(C)(C)C)C(=O)N1CCC(C(=O)N[C@@H](C)C(=O)NCc2ccc(F)cc2)CC1	2	i	0.8	-4	23	-5	-4	-1	0.0
CC(C)[C@H](NC(=O)OC(C)(C)C)c1nnc(SCC(=O)Nc2ccc(Br)cc2)o1	-8	i	0.5	4	-13	1	-2	6	-0.6

Next section:
SMILES	bovine MsrA act	Neddyl block	Tb MetRS inh	CSN deneddyl inh	MLLE-PAM2 inh	FAS TE block	E coli Lon inh	Rin1-Abl PPI inh	MsrA inh
O=C(Nc1ncn[nH]1)c1ccccc1Br	0	i	0.5	-3	-4	-8	-6	2	-0.6
O=C1c2ccccc2C(O)(c2ccccc2)N1c1ccc([N+](=O)[O-])cc1Cl (configuration not stated)	-3	i	0.7	-1	-2	-7	10	0	1.1
CC(C)(C)OC(=O)N1CCCN(C(c2ccnc3ccccc23)c2nnnn2-c2ccc3c(c2)OCCO3)CC1 (configuration not stated)	-10	i	-1.9	-2	/	14	2	/	0.4
Cc1cn(CC(=O)N(C)Cc2ccco2)c(=O)[nH]c1=O	-9	i	0.4	0	2	-12	-7	-1	-0.8
OC(CSc1ccc(F)cc1)CN1CCN(c2ccccc2)CC1 (configuration not stated)	-1	i	-0.8	-15	12	3	-7	-1	0.9
O=c1c2cc(Br)ccc2nc(-c2cccc(C(F)(F)F)c2)n1O	-4	i	-0.2	-4	1	-5	-3	-1	1.3
CCOC(=O)N/N=C(\C)c1ccc(OC(F)F)cc1OC(F)F	-3	i	-0.8	-1	3	-7	0	2	-0.3
O=[N+]([O-])c1ccccc1S(=O)(=O)NC1CC2CCC1C2 (configuration not stated)	-1	i	-0.3	-1	10	4	4	-2	0.3
COc1ccc(-c2nc(NC(=O)c3ccc(OCC(=O)Nc4ccc(F)cc4)c(OC)c3)sc2C)cc1	-5	i	0.0	-11	-3	-6	2	-33	-0.4
COc1ccc2c(c1OC)C(=O)N1N=C(c3ccc(O)cc3)CC21 (configuration not stated)	5	i	0.4	-3	6	-7	2	-1	2.2
O=C(NC(=S)Nc1ccc(N2CCCC2)cc1)c1ccccc1[N+](=O)[O-]	-6	i	-1.0	-6	18	-23	-1	0	1.2
CC(C)CCNC(=O)NC(=O)COC(=O)C1CCN(S(=O)(=O)c2ccccc2F)CC1	-2	i	0.1	-18	16	18	-7	1	-0.4
CCc1noc(C)c1C(=O)Nc1nc(-c2cc(C)ccc2C)c(C)s1	-15	i	-0.7	-4	1	-4	-6	1	18*
COC(=O)c1ccccc1NC(=O)NC1CC1	-4	i	2.2	-3	0	-11	-5	0	-0.7
CC(NC(=O)COc1cc(=O)n(C)c2ccccc12)c1ccc2c(c1)OCCO2 (configuration not stated)	-4	i	-0.1	-3	-6	7	2	1	0.8
Cc1ccccc1C(=O)NC1CCN(Cc2nnnn2C(C)(C)C)CC1	-3	i	-0.7	2	1	-5	-1	-1	0.2
C#CCn1c(S(=O)(=O)Cc2ccc(F)cc2)nc(-c2ccccc2)c1-c1ccccc1	-7	i	-0.5	-2	10	34	-6	2	0.3
CC1C(=O)Nc2ccccc2N1C(=O)c1ccc(Cl)cc1 (configuration not stated)	-5	i	-1.0	-3	7	-2	-4	2	-0.5
CCOc1ccc(-c2c(C)n([O-])c3c([n+]2=O)CCCC3)cc1	-3	i	-0.9	3	0	-4	-11	3	0.1
COc1ccc(-c2csc(NC3OC(=O)c4ccccc43)n2)cc1 (configuration not stated)	5	i	0.2	2	12	-2	5	1	0.2
CNC(=O)c1c(NC(=O)CCS(=O)(=O)c2ccc(C)cc2)sc(C)c1C	-3	i	-0.3	-3	1	-3	-1	-4	-0.8
Cn1c(=NC(=O)c2cnccn2)sc2ccccc21	-3	i	0.1	2	-6	-2	6	-2	6.8*
CC(CCN1CCN=C1N(C)C)c1ccccc1 (configuration not stated)	-6	i	-0.2	-1	7	-7	-6	2	-0.3
CN(C)S(=O)(=O)n1cc(/C=C(\NC(=O)c2ccccc2Cl)C(=O)N2CCCC2)c2ccccc21	-3	i	0.2	6	-2	1	3	2	-0.8
COc1ccc(/C=N/n2nnnc2N)c(OC)c1	-6	i	-1.1	0	3	-8	-4	2	2.9
CN1CCN(C(c2ccccc2)c2nnnn2C(C)(C)C)CC1 (configuration not stated)	-2	i	-0.1	1	/	-12	-5	/	1.6
CCOc1ccc(NC(=O)C2C3C=CC4(O3)C2C(=O)N(Cc2cccnc2)C4C(=O)NC2CCCCC2)cc1 (configuration not stated)	-2	i	-0.5	0	0	-6	6	0	/
Nc1nonc1-n1nnc(C(=O)N/N=C/c2ccccc2Cl)c1-c1ccc2c(c1)OCO2	-7	/	-0.6	7	0	8	1	0	1.6
Cc1cccc(C(=O)NC(=S)NNC(=O)COc2ccc(Cl)cc2)c1	2	i	0.1	-21	17	4	3	3	-1.0
CCN1CCN(S(=O)(=O)c2ccc(OC)c(Br)c2)CC1	-2	i	-0.1	3	10	-4	4	1	-0.8
COc1ccc(Nc2nccc(N(C)C)c2C#N)cc1	-3	i	-0.4	7	0	-4	-4	6	0.3
